Bioassay records deposited in PubChem by National Center for Advancing Translational Sciences (NCATS).
Menin MLL FP TR: menin-MLL binding inhibition, Texas Red mutant peptide. O00255. Menin + Texas Red MLL mutant peptide, fluorescence polarization. Potency, µM (doses to about 61.6 µM), for inactives: at the highest dose FP activity change, negative = inhibition, hits mostly inhibitors. 270,000 tested, 0.23% active. AID 1768; active = well fitted inhibition curve with a large enough effect in the polarisation, with a control signal flat, not every such curve was filed as active; inconclusive = small, poorly fitted or top-dose-only effect, or effect the other way, or a change in a side signal; inactive = no such curve, though single readings can be large or run the other way; the % refers to the polarisation; also: potency is read from the fitted curve at half-maximal effect; % of control where 0% means no effect; many of its hits are not listed in these tables
VP16 counter: inhibits Gal4-VP16 luciferase reporter, ROR gamma counter-screen | Drosophila S2 Gal4-VP16 UAS-luciferase, luminescence, 20 h | Potency, µM (top dose mostly 53.6 µM), for the others: top-dose activity, negative = inhibition, hits mostly inhibitors | 310,000 tested, 3.5% active;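 also: Gal4-VP16 expression switched on by copper sulfate through the metallothionein promoter; potency is read from the fitted curve at half-maximal effect; % is scaled to controls: 0 for no effect and ±100 for the full control effect; nearly all actives have a fitted effect of over 50% in size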
ELG1 genotoxic: induces genotoxicity in HEK293T cells with luciferase-tagged ELG1. HEK293T ELG1-luciferase reporter, luminescence, 16 h. Potency, µM (highest dose often 46 µM), inactives show at the top dose activity change, positive = activation, usual class: activators. AID 504466. 330,000 tested, 1.3% active; also: potency is read from the fitted curve at half-maximal effect; % of control where 0% means no effect; nearly all actives have a fitted effect of over 60% in size
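Genotoxicity was scored as increased ELG1-luciferase reporter signal, measured by ONE-Glo luminescence (30 min, room temperature). Compound or vehicle exposure of the HEK293T reporter cells lasted 16 hr at 37°C.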
RORg inh: ROR gamma (mouse) transcription inhibition. P51450. Drosophila S2 Gal4-RORgamma UAS-luciferase reporter, 20 h. Potency, µM (top dose mostly 53.6 µM), without a hit: at the highest dose activity change, negative = inhibition, actives largely listed as inhibitors. 310,000 tested, 5.4% active. AID 2551; also: potency is read from the fitted curve at half-maximal effect; % is scaled to controls: 0 for no effect and ±100 for the full control effect; nearly all actives have a fitted effect of over 60% in size
Target sequence (P51450 whole entry, looked up, the tested form may be a part): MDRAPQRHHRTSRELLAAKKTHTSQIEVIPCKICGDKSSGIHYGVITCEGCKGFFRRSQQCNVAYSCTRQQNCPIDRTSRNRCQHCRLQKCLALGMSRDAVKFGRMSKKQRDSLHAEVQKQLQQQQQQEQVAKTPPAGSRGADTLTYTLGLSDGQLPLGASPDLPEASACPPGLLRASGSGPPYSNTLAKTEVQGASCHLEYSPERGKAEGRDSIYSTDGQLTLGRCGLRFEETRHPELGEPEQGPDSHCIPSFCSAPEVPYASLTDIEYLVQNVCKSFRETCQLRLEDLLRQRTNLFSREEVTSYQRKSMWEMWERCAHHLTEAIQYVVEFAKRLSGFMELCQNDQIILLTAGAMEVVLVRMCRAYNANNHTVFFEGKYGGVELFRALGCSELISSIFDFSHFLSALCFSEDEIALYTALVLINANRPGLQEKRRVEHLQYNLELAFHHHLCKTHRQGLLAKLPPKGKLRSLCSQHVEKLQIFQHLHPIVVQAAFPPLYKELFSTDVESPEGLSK
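Drosophila S2 cells stably expressing Gal4-DBD/mouse RORγ fusion under metallothionein promoter plus UAS-luciferase; compound 1 h, then 700 uM CuSO4 induction for 20 h at ambient temperature; inhibition read as reduced luminescence.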
BRCA1 expr up: BRCA1 expression activation; 380,000 tested, 1.1% active; MCF7-BRCA1-FFLuc reporter, luminescence, 48 h; response scale: scaled: vehicle 0%, 10 µM genistein 100%; AID 624202; Potency, µM (titrated, usually from 46.1 µM), without a hit: at the top dose activation, actives largely listed as activators; also: potency is read from the fitted curve at half-maximal effect; nearly all actives have a fitted effect of over 80% in size; some results filed as inactive show a strong effect at the top dose
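First, MCF7-BRCA1-FFLuc cells (2000/well) attach for 2 h; next, compounds are pin-added and incubated 48 h at 37 °C; finally, luciferase reagent is added and luminescence read after 15 min.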
Giardia kill: kills Giardia lamblia | Giardia lamblia trophozoite viability | activity change, % at 7.66 µM, hits read low | 340,000 tested, 0.15% active; in the data active = activity change below about -80%; inconclusive = between about -30% and that limit;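 also: parasites exposed to compound for two days anaerobically before the ATP read; % is scaled to controls: 0 for no effect and ±100 for the full control effect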
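Each well holds 100 Giardia trophozoites and compound. After two days (48 hrs) at 37 deg C in anaerobic conditions, ATP is quantified by luminescence.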
p53 reactivator: mutant p53 re-activation in reporter cells | Potency, µM (doses to about 92.2 µM), for the others: at the top dose activity change, positive = activation, usual class: activators | H1299 p53-A138V BP100-luciferase reporter, luminescence, 24 h | 320,000 tested, 0.063% active; also: potency is read from the fitted curve at half-maximal effect; % of control where 0% means no effect; nearly all actives have a fitted effect of over 45% in size
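H1299 (p53-null), stable ts p53-A138V + BP100-Luc; 1000 cells/well, Opti-MEM/10% FBS; cpd 4 pt, 1:5; 24 h, 37 deg C, 5% CO2; detection reagent 10 min RT; luminescence.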
FLuc counter: firefly luciferase modulation, counter-screen for miR-21 project; P08659; purified FLuc, Km substrates, luminescence inhibition; Potency, µM (highest dose often 57.5 µM), inactives show at the top dose activity change, negative = inhibition, hits mostly inhibitors; 360,000 tested, 6.9% active; AID 588342;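 also: potency is read from the fitted curve at half-maximal effect; plate controls were vehicle for no effect and reference inhibitor for full effect; nearly all actives have a fitted effect of over 55% in size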
Target sequence (P08659 whole entry, looked up): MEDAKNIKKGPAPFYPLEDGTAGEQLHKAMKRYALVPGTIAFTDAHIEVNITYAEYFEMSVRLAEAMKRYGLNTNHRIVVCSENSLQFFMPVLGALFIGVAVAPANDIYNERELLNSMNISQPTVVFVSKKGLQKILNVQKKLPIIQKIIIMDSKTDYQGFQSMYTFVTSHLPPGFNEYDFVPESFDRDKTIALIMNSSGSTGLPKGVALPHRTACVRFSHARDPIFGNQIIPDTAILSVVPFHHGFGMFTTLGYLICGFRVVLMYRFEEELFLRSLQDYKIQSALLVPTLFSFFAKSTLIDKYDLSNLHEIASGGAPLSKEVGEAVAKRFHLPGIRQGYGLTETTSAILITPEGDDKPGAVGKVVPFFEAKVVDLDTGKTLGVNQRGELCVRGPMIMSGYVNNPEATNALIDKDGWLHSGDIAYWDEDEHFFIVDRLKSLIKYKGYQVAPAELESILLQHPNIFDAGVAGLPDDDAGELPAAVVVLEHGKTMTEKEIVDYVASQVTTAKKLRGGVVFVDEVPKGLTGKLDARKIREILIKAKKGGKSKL
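Purified P. pyralis luciferase (10nM final) with 10uM D-luciferin and 10uM ATP (Km levels) in 50mM Tris acetate pH 7.5, 10mM Mg acetate, 0.01% Tween-20, 0.05% BSA; qHTS 6-point titration, ~60 µM downward; luminescence read.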
Rab9 prom act: Rab9 promoter activation; Huh7 Rab9 promoter-luciferase reporter, luminescence, 24 h; Potency, µM (doses to about 9.22 µM), for inactives: at the top dose activation, negative = inhibition, usual class: activators; 320,000 tested, 2.8% active; also: potency is read from the fitted curve at half-maximal effect; % of control where 0% means no effect; nearly all actives have a fitted effect of over 60% in size
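Cell-based reporter: Huh7 stable for Rab9 promoter-driven luciferase, plated in reduced-serum medium with 10% FBS at 1500 cells/well, compound-treated 24 h at 37 °C, luminescence read after 10 min reagent.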
NPC1 promoter act: activates the NPC1 promoter; Huh7 NPC1 promoter luciferase reporter, 24 h; Potency, µM (series often up to 9.22 µM), inactives show top-dose activation, most hits filed as activators; 320,000 tested, 2.4% active; AID 485313;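 also: potency is read from the fitted curve at half-maximal effect; % of control where 0% means no effect; nearly all actives have a fitted effect of over 60% in size; reporter is driven by a mutant NPC1 promoter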
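Luminescence from an NPC1 promoter-driven luciferase reporter in stably transfected Huh7 cells was measured after 24 h compound treatment at 37 °C, followed by 10 min ambient incubation with luciferase detection reagent.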
PKM2 activator: PKM2 (human) enzyme activation. Potency, µM (doses to about 57.5 µM), without a hit: top-dose activation, hits mostly activators. 260,000 tested, 0.34% active. AID 1631. P14618. purified PKM2, Kinase-Glo ATP luminescence, activation; response scale: 0% is enzyme alone, no compound; also: potency is read from the fitted curve at half-maximal effect; % is scaled to controls: 0 for no effect and ±100 for the full control effect; nearly all actives have a fitted effect of over 55% in size
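hPK-M2, >95% pure; 0.1 mM ADP / 0.5 mM PEP final; imidazole pH7.2 buffer w/ 7 mM MgCl2, 50 mM KCl; 1 h RT; Kinase-Glo lum. Intermediate enzyme activity for dual inhibitor/activator qHTS.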
* = called active by the depositor; ? = inconclusive; . = no result given; [ ] = another dose, or the depositor's remark. Unless noted, calls follow the shape of the dose curve; as a rule, active = well fitted curve in the direction sought with a large enough effect; inconclusive = small, poorly fitted or top-dose-only effect, or another doubt; inactive = no such curve, though single readings can be large; an effect the other way counts as inactive or inconclusive. Not all compounds are listed; count on the stated rates, not on these rows.

| compound | Menin MLL FP TR | VP16 counter | ELG1 genotoxic | RORg inh | BRCA1 expr up | Giardia kill | p53 reactivator | FLuc counter | Rab9 prom act | NPC1 promoter act | PKM2 activator |
| --- | --- | --- | --- | --- | --- | --- | --- | --- | --- | --- | --- |
| CCOC(=O)N1CCN(CC(=O)c2ccc3c(c2)CCN3C(C)=O)CC1 | -7% | 10% | 2% | -17% | 12% | -16 | -3% | 2% | -1% | 1% | 0% |
| COc1cc(C(=O)Nc2ccc(C)cc2)c(-n2cnnn2)cc1OC | 25% | -1% | 2% | -12% | -6% | 3 | 1% | 0% | -3% | 0% | ? |
| COc1cccc(CNC(=O)CCS(=O)(=O)c2cccs2)c1 | -4% | 0% | 0% | 25% | -29% | -1 | -4% | 4% | -1% | -1% | 10% |
| COc1ccc(CCn2c(=N)c(S(=O)(=O)c3ccccc3)cc3c(=O)n4ccccc4nc32)cc1 | 21% | -8% | -2% | -18% | 15% | 16 | 29% | 4% | -6% | -6% | -1%[0.46 µM] |
| CC(=O)NCCc1nc2cc(NC(=O)COc3cccc(C)c3)ccc2n1C | 9% | -21% | 12% | -18% | 96% | -7 | 9% | ? | 28% | 23% | . |
| CCOC(=O)c1ccc(NC(=O)CN2CCN(c3ccccc3)CC2)cc1 | 4% | . | 27% | -44%[0.365 µM] | 35% | -4 | -19% | 3% | -4% | -2% | 1% |
| Cc1cc(C)c(S(=O)(=O)NCc2ccccn2)cc1C | ? | -11% | -5% | ? | 2% | -1 | . | -2% | -1% | -4% | 5% |
| O=C(CN1CCN(S(=O)(=O)c2ccc(Cl)cc2)CC1)Nc1ccc2c(c1)CCC2 | 2% | ? | -4% | ? | -23% | -3 | -9% | 7% | -15% | -3% | 6% |
| O=C(Cc1coc2ccc3ccccc3c12)NCc1ccccc1 | -4% | 12% | 8% | 0% | -52% | 6 | 8% | 0% | 13% | -2% | 1% |
| CC(=O)c1cccc(NC(=S)N2c3ccccc3CC2C)c1 (configuration not stated) | 6% | 1% | -6% | ? | -13% | 33[activator] | -3% | -3% | 1% | -6% | -1% |
| O=C(Nc1ccccc1)N1CCc2scc[n+]2-c2ccccc21 | -1% | -5% | 4% | -3% | -3% | 7 | -9% | 4% | -2% | 0% | -7% |
| CCOc1ccc(NC(=O)CCCn2c(=S)[nH]c3ccsc3c2=O)cc1 | 8% | ? | 3% | 13µM* | -1% | 7 | -3% | ? | -2% | -2% | -2% |
| O=S(=O)(c1cccc(NC(=S)N2CCN(c3ccc(F)cc3)CC2)c1)C(F)F | ? | ? | -6% | 41% | -42% | -14 | 11% | 5% | -3% | -1% | 2% |
| O=C(COc1ccc2ccccc2c1)Nc1ccccc1C(=O)O | ? | 13% | 14% | 16% | ? | -16 | ? | 17µM* | 25% | 18% | . |
| O=C(Cn1cnc2sc(-c3ccccc3)cc2c1=O)NCCc1ccccc1 | -24% | ? | 21% | -1% | -42% | -7 | 3% | 1% | 4% | -1% | 5% |
| CC(C)C(=O)c1cc2c(cc1NC(=O)Nc1cccc3ccccc13)OCCO2 | -18% | -1% | 0% | -2% | . | . | -5% | -2% | -3% | 8% | -20% |
| CCn1c(=S)sc2c(=O)n(CC(=O)Nc3ccc(OC)cc3)c(C)nc21 | ? | 0% | -2% | -10% | -7% | 6 | 9% | 0% | 4% | 1% | 1% |
| COc1ccc(NC(=O)NNC(=O)c2cc3occc3n2C)c(OC)c1 | 0% | -3% | 4% | 3% | -1% | 3 | -4% | -1% | -6% | -2% | . |
| CC1CCN(C(=O)COc2ccc(S(=O)(=O)N3CCCC3)cc2)CC1 | 2% | 2% | 4% | 0% | 4% | -5 | 9% | 4% | -5% | -1% | 0% |
| CC(C)C(=O)Nc1sc2c(c1C(N)=O)CCN(Cc1ccccc1)C2 | -11% | 3% | 4% | 0% | -11% | -12 | . | -5% | 0% | 4% | 2% |
| Cc1cccc(N2CCN(c3nnnn3-c3ccccc3)CC2C)c1 (configuration not stated) | -4% | 8% | -5% | -14% | -34% | 1 | -2% | -1% | 2% | -1% | 5% |
| CCc1cccc(C)c1NC(=O)C1CCCN1C(=O)NCc1ccccc1 (configuration not stated) | -4% | -3% | 0% | -9% | -3% | -5 | 2% | 1% | -2% | -5% | -1% |
| CC(C)CC(C(=O)N1CCc2ccccc2C1)N1C(=O)c2ccccc2C1=O (configuration not stated) | ? | 6% | 2% | 26% | -50% | 0 | -2% | 0% | -3% | 1% | 9% |
| O=C(COc1ccc(Cl)cc1)NCc1nnc(SCC(=O)N2CCCc3ccccc32)o1 | -4% | 20% | -6% | 39% | 0% | 12 | 0% | -1% | -7% | 0% | 9% |

Some entries already given with just NPC1 promoter act, Rab9 prom act and Menin MLL FP TR:
canonical_smiles	NPC1 promoter act	Rab9 prom act	Menin MLL FP TR
CCc1cccc(C)c1NC(=O)C1CCCN1C(=O)NCc1ccccc1 (configuration not stated)	-5%	-2%	-4%
CC(C)CC(C(=O)N1CCc2ccccc2C1)N1C(=O)c2ccccc2C1=O (configuration not stated)	1%	-3%	?

The listing continues:
| compound | Menin MLL FP TR | VP16 counter | ELG1 genotoxic | RORg inh | BRCA1 expr up | Giardia kill | p53 reactivator | FLuc counter | Rab9 prom act | NPC1 promoter act | PKM2 activator |
| --- | --- | --- | --- | --- | --- | --- | --- | --- | --- | --- | --- |
| O=C(NNC1CC(=O)N(c2ccc(Cl)cc2)C1=O)c1ccccn1 (configuration not stated) | 8% | 5% | 1% | 0% | 10% | 1 | 11% | 6% | 0% | -1% | -4% |
| O=C(CCC(=O)N1CCOc2ccccc21)NC1CCN(Cc2ccccc2)CC1 | -6% | 4% | 0% | 8% | -1% | 48[activator] | . | 0% | -4% | -4% | 5% |
| CCCCNC(=O)C1Cc2cc(S(=O)(=O)N3CCCC3)ccc2N1C(C)=O (configuration not stated) | . | 2% | 3% | -1% | -1% | 2 | -2% | 2% | -3% | -1% | . |
| CC(=O)Nc1ccc(S(=O)(=O)NC2CC(=O)N(c3ccc(C)cc3)C2)cc1 (configuration not stated) | . | . | 2% | . | -13% | 7 | -1% | -1% | 0% | -4% | . |
| CNS(=O)(=O)c1cccc(C(=O)OCC(=O)Nc2sc3c(c2C#N)CCCCC3)c1 | -9% | -10% | 10% | ? | 77% | -5 | . | ? | 14% | 12% | -3% |
| COc1ccc(C(=O)NCCc2ccccn2)cc1S(=O)(=O)Nc1ccc(Br)cc1 | . | . | 0% | . | -4% | ? | -9% | . | 1% | -1% | . |
| CCc1nc(C)c(-c2ccccc2)c(=O)[nH]1 | 6% | -3% | 1% | -2% | 8% | 0 | -2% | -3% | -1% | -1% | -9% |
| Cc1cc(Oc2ccc(C#N)cc2)nc(NCc2ccccc2)n1 | -25% | ? | 1% | ? | -31% | 22 | -5% | 3% | -8% | -3% | -9% |

Marked active in RORg inh (from the list above):
mol	Menin MLL FP TR	RORg inh	BRCA1 expr up	p53 reactivator	Rab9 prom act	NPC1 promoter act	PKM2 activator
CCOc1ccc(NC(=O)CCCn2c(=S)[nH]c3ccsc3c2=O)cc1	8%	13µM*	-1%	-3%	-2%	-2%	-2%

Remaining list, next part
| compound | Menin MLL FP TR | VP16 counter | ELG1 genotoxic | RORg inh | BRCA1 expr up | Giardia kill | p53 reactivator | FLuc counter | Rab9 prom act | NPC1 promoter act | PKM2 activator |
| --- | --- | --- | --- | --- | --- | --- | --- | --- | --- | --- | --- |
| Cc1cc(C)cc(NC(=O)NC(C)C2CCCO2)c1 (configuration not stated) | -2% | 0% | 0% | -2% | 5% | -23 | -4% | ? | -1% | -1% | -17% |
| O=C(O)c1ccc(OS(=O)(=O)c2ccc(Cl)s2)c(Cl)c1 | . | . | 3% | . | 3% | 8 | 14% | . | -4% | -2% | . |
| CCc1nnc(NC(=O)CN2CCN(Cc3cccc(Cl)c3)CC2)s1 | -3% | ? | -9% | 2.5µM* | -9% | -6 | -6% | 5% | 1% | -9% | -1% |
| CC(=O)Nc1n[nH]c(S(=O)(=O)Cc2ccc(Cl)cc2Cl)n1 | 12% | -9% | 0% | 8% | 0% | 8 | -2% | 1% | -1% | 6% | -5% |
| CC#CC[N+](C)(C)CCCCCCCCCCCC | -10% | 7.1µM* | -4% | ? | -59% | -11 | -17% | 5% | -31%[inhibitor] | -22% | 6% |
| CN(C(=O)COC(=O)c1cccnc1Nc1cccc(C(F)(F)F)c1)C1CCS(=O)(=O)C1 (configuration not stated) | 1% | 6% | 0% | ? | 25% | -12 | -11% | -1% | -2% | -1% | 13% |
